# Source: PubChem BioAssay
# RECQ1 inh: inhibitors of human RECQ1 DNA helicase. P46063. RECQ1 DNA unwinding, red fluorescence kinetic read. Potency, µM (titrated, usually from 57.3 µM), for inactives: top-dose activity, negative = inhibition, most hits filed as inhibitors. 240,000 tested, 0.54% active. AID 2549;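 further: plate controls were vehicle for no effect and no enzyme for full effect; nearly all actives have a fitted effect of over 30% in size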
# Target sequence (P46063 whole entry, looked up): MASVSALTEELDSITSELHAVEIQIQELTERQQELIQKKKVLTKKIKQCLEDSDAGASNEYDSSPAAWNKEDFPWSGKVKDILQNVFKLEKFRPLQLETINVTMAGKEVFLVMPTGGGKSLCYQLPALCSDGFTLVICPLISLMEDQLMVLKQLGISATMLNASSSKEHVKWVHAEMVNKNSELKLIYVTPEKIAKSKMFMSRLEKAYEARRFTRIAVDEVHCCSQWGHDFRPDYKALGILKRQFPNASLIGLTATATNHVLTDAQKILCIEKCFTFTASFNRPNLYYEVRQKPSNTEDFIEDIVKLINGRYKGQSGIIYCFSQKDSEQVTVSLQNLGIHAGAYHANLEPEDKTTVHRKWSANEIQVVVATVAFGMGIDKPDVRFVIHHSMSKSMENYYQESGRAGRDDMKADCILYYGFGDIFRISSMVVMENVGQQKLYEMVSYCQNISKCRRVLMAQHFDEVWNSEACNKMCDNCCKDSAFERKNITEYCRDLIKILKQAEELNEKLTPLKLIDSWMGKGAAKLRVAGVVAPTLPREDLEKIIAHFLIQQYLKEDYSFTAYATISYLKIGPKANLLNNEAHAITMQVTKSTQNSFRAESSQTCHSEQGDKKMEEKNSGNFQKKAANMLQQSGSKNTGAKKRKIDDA
#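 50 nM RECQ1T1 preincubated 15 min with compound in Tris pH 8.0 buffer with MgCl2, DTT, Tween-20 and 2.5 ug/ml poly(dI-dC); started with 200 nM TAMRA/BHQ-2 forked duplex and 2 mM ATP. Unwinding read as fluorescence (525/598 nm), two reads 2 h apart.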
# aGlu spleen mod: lysosomal alpha-glucosidase (human) modulation; Potency, µM (series often up to 79.9 µM), for inactives: top-dose activity change, negative = inhibition, hits mostly inhibitors; P10253; 240,000 tested, 0.006% active; human spleen homogenate, 4-MU-alpha-glucoside fluorescence;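 further: 0% = enzyme with vehicle and -100% = no enzyme basal signal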
#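 Human spleen homogenate (1 ug) with 4-methylumbelliferyl-alpha-D-glucopyranoside (1 mM final) in 50 mM citrate/phosphate pH 5.0, 0.01% Tween-20; 40 min at 37 C. Stopped at pH 10; 4-MU fluorescence Ex 365/Em 440 nm; AC50 by Hill fit.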
# TRb SRC2 PPI: inhibitors of human thyroid hormone receptor beta-SRC2 interaction. TRbeta-SRC2 peptide binding, fluorescence polarization; receptor liganded with 1 µM T3. P10828. Potency, µM (top dose mostly 106 µM), inactives show at the highest dose activity change, negative = inhibition, actives largely listed as inhibitors. 280,000 tested, 0.065% active. AID 1469;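 further: plate controls were bound peptide for no effect and peptide without receptor for full effect; nearly all actives have a fitted effect of over 50% in size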
#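 Binding of a 20-amino-acid Texas Red SRC2 peptide (20 nM) to TRb ligand-binding domain (0.6 uM) with agonist T3 at 1 uM was followed by fluorescence polarization after a 5 hr room-temperature incubation.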
# GAA inhib: blocks human lysosomal alpha-glucosidase; P10253; purified human GAA, 4-MU-alpha-glucoside fluorescence; Potency, µM (top dose mostly 76.9 µM), without a hit: at the highest dose activity change, negative = inhibition, usual class: inhibitors; 200,000 tested, 0.005% active; AID 1466;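 further: plate controls were uninhibited enzyme wells for no effect and no-enzyme background for full effect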
#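 Endpoint fluorogenic read: 20 min room-temperature reaction of 4 nM human alpha-glucosidase with 400 uM 4-methylumbelliferyl-alpha-D-pyranoside, pH 5.0, quenched with 1M NaOH/1M glycine pH 10. AC50 from Hill modeling.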
# L3MBTL1 inh: L3MBTL1 (human) inhibition. Q9Y468. AlphaScreen L3MBTL1–H3K9me1 peptide binding. Potency, µM (top dose mostly 57.1 µM), inactives show top-dose activity, negative = inhibition, usual class: inhibitors. 230,000 tested, 0.66% active. AID 485360; further: nearly all actives have a fitted effect of over 60% in size
#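 L3MBTL1 (50 nM) pre-complexed 30 min with biotinylated H3(1-15)K9me1 peptide (75 nM), then compounds added for 30 min at room temperature; AlphaScreen streptavidin donor/nickel chelate acceptor beads (10 ug/mL final) read after 30 min dark incubation.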
# TR SRC2 fluor cs: counter-screen for TRb-SRC2 inhibitors: fluorescence interference; TRb/SRC2 Texas Red total fluorescence interference; Potency, µM (top dose mostly 106 µM), inactives show top-dose fluorescence change, negative = quenching; 280,000 tested, 0.29% active; active means well fitted curve in either direction with a large enough effect; inconclusive means small, poorly fitted or top-dose-only effect
#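 Flags fluorescent or light-absorbing compounds by total fluorescence, S + 2P, at 555 nm excitation and 632 nm emission. Mixture: 20 nM Texas Red SRC2 peptide, 0.6 uM human TRb LBD, 1 uM T3, 5% DMSO; compound exposure 5 h at ambient temperature.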
# RGS12 GoLoco inh: inhibitors of human Gai1-RGS12 GoLoco interaction (red fluorophore); P63096; 230,000 tested, 0.44% active; Gai1:RGS12 GoLoco peptide FP, rhodamine, 10 min; Potency, µM (titrated, usually from 61.6 µM), for inactives: top-dose activity, negative = inhibition, actives largely listed as inhibitors; active means well fitted inhibition curve with a large enough effect, not every such curve was filed as active; inactive means no such curve, though single readings can be large or run the other way; further: nearly all actives have a fitted effect of over 30% in size; many of its hits are not listed in these tables
# Target sequence (P63096 whole entry, looked up): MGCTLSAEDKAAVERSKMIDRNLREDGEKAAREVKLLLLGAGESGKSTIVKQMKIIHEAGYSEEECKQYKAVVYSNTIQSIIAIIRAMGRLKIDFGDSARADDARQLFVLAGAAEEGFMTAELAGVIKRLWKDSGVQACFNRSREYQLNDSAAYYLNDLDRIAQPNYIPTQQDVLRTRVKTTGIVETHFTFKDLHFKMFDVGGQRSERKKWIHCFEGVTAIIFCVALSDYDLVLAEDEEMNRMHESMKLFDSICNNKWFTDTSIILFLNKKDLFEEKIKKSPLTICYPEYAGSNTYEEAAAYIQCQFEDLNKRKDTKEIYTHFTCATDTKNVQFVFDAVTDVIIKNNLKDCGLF
# GAA glycogen mod: inhibitors or activators of human alpha-glucosidase glycogen cleavage; recombinant GAA, glycogen substrate, Amplex Red glucose oxidase fluorescence; 300,000 tested, 0.38% active; Potency, µM (highest dose often 76.4 µM), for the others: at the top dose activity change, negative = inhibition, actives largely listed as inhibitors; AID 2100;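 further: 0% = full enzyme reaction and -100% = no-enzyme basal signal; the screen sought inhibitors and activators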
#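 Recombinant human enzyme (4 nM); glycogen substrate; 37 C, 40 min, pH 5.0. Readout: coupled glucose oxidase/Amplex Red fluorescence.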
# * hit, by the source's call; i = inactive; ? = inconclusive; · = no result given; & = joins results of further samples; [ ] = remark or other dose. Unless noted, the call rests on the fitted dose curve; in most records, active means well fitted curve in the direction sought with a large enough effect; inconclusive means small, poorly fitted or top-dose-only effect, or another doubt; inactive means no such curve, though single readings can be large; an effect the other way counts as inactive or inconclusive. Unless noted, on the % scale 0 is the no-effect control and ±100 the full control effect; potency means the concentration at half of the fitted maximal effect. The list is partial; count on the stated rates, not on these rows.
# Below each compound – RECQ1 inh	aGlu spleen mod	TRb SRC2 PPI	GAA inhib	L3MBTL1 inh	TR SRC2 fluor cs	RGS12 GoLoco inh	GAA glycogen mod
- CC1=NN(C(=S)Nc2ccccc2)C(C)(C)C1
 : -10%	1%	9%	2%	5%	-1%	-24%	-7%
- Cc1cc(C)cc(NC(=S)N2CCN(c3ncc(C(F)(F)F)cc3Cl)CC2)c1
 : -6%	12%	-2%	1%	-1%	-1%	5%	-4%
- O=C(COC(=O)CNS(=O)(=O)c1ccccc1)Nc1ccc(Cl)cn1
 : i	-1%	-1%	0%	·	-3%	5%	-5%
- O=C1CC(c2ccc(S(=O)(=O)NCc3ccccc3)cc2)CN1 (centres undefined)
 : -8%	4%	0%	-5%[15.4 µM]	1%	-2%	-3%	-8%
- CCCCn1nnnc1NCc1cccs1
 : -2%	-4%	-2%	-3%	1%	-1%	3%	6%
- CCOC(=O)C1CCCCN1Cc1ccc(F)cc1 (centres undefined)
 : i	1%	-22%	-12%	·	0%	2%	8%
- Cc1ccc(/C=N/Nc2nc(C(C)(C)C)cs2)o1
 : 11%	9%	0%	-13%	-4%	-6%	19%	?
- O=C(c1ccc([N+](=O)[O-])cc1)N1CCSC1c1ccccc1 (centres undefined)
 : -4%	-1%	-4%	-4%	-3%	-7%	166%[activator]	17%
- O=C(/C(=C/O)N=Nc1ccccc1)c1ccncc1
 : -10%	-6%	-9%	-6%	·	-4%	18%	3%
- CCOC(=O)Cc1csc(NC(=O)/C=C/c2ccc(OC)cc2)n1
 : -2%	-2%	-2%	-7%	·	-2%	9%	3%
- CCCCNC(=O)CSc1nc2ccsc2c(=O)n1C1CCN(C(=O)OCC)CC1
 : -2%	-1%	-9%	4%	-9%	2%	5%	2%
- CC(NC(=S)NCCc1ccccc1)C(c1cccs1)N1CCN(Cc2ccccc2)CC1 (centres undefined)
 : -6%	-2%	0%	0%	15%	0%	17%	-9%
- O=C(O)c1nn(CC(=O)N(C2CCCCC2)C2CCCCC2)c(=O)c2ccccc12
 : i	-8%	7%	0%	7%	0%	4%	6%
- Cc1ccc(-c2nc3ccccc3c(=O)n2NC(=S)N(C)C)cc1
 : -2%	-2%	1%	9%	6%	0%	-2%	-3%
- Oc1ccccc1-c1nc(/C=C/c2ccccc2)nn1-c1ccccc1
 : i	-1%	0%&-19%	?	39%[activator]	-9%&2%	-10%	0%[76.3 µM]

# Two entries from above in a different format.
mol,RECQ1 inh,aGlu spleen mod,TRb SRC2 PPI,GAA inhib,L3MBTL1 inh,TR SRC2 fluor cs,RGS12 GoLoco inh,GAA glycogen mod
CC1=NN(C(=S)Nc2ccccc2)C(C)(C)C1,-10%,1%,9%,2%,5%,-1%,-24%,-7%
Cc1ccc(-c2nc3ccccc3c(=O)n2NC(=S)N(C)C)cc1,-2%,-2%,1%,9%,6%,0%,-2%,-3%

# (cont.)
# Below each compound – RECQ1 inh	aGlu spleen mod	TRb SRC2 PPI	GAA inhib	L3MBTL1 inh	TR SRC2 fluor cs	RGS12 GoLoco inh	GAA glycogen mod
- CCOC(=O)N1CCN(C(=O)c2ccc3nc(N4CCCCC4)sc3c2)CC1
 : i	-20%	-2%	?	2%	0%	-2%	8%
- CCOc1cc2c3c(c1)C1(C(=O)N3C(C)(C)CC2C)C(C#N)=C(N)N2C(=C1C#N)Nc1ccccc12 (centres undefined)
 : -13%	-7%	8%	1%	-2%	1%	9%	2%
- O=C(NC1CCS(=O)(=O)C1)c1cccc(S(=O)(=O)N2CCCCCC2)c1 (centres undefined)
 : -1%	3%	-3%	0%	8%	-8%	1%	-18%
- O=C(CC(O)(C(F)(F)F)C(F)(F)F)Nc1ccc(Cl)c(Cl)c1
 : -10%	4%	10%	-8%	·	1%	-14%	5%
- C/C=C/C=C/C(=O)N1CC[C@]23c4ccccc4N[C@H]4N(C)c5cccc6c5[C@]42CCN([C@H]6C2OC2(C)C)[C@H]13 (some centres undefined)
 : -3%	-9%	3%	·	·	0%	0%	10%
- O=C(NCCNCCO)C1(C(F)(F)F)CC(CCc2ccccc2)CCCO1 (centres undefined)
 : 6%	-7%	1%	·	·	-2%	·	·
- O=C(CN(Cc1cccs1)C(=O)CNS(=O)(=O)c1ccc(F)cc1)NCc1ccco1
 : 0%	-1%	5%	1%	-2%	-4%	4%	2%
- NCC(O)COCCC12CC3CC(CC(C3)C1)C2 (centres undefined)
 : -2%	-13%	0%	-6%	·	-2%	14%	-20%
- COC(=O)[C@H](CCSC)NC(=O)Nc1cccc(C)c1C
 : 4%	-2%	2%	·	7%	-3%	7%	7%
- O=C(O)c1cnc(N2CCOCC2)nc1
 : -14%	-3%	4%	8%	8%	1%	4%	0%
- Cc1cccc(OCC(=O)NCC(=O)N/N=C/c2cccnc2)c1
 : 1%	12%	0%	·	8%	0%	6%	6%
- CN(C)c1ccc(/C(=N\O)C(F)(F)F)cc1
 : -10%	-1%	-18%	?	11%	2%	2%	5%
- CCC1(CC)C(=O)C2=C3C1[C@H](C(=O)OC)CC(C(=O)OC)C[C@H]3n1c(=O)n(-c3ccccc3)c(=O)n1[C@H]2C (some centres undefined)
 : i	-7%	?	·	·	45µM*[fluorescent]	·	·
- Cn1ccnc1SCCC#N
 : i	-7%	7%	4%	13%	-4%	-1%	2%
- NNC(=O)c1csc(COc2cc(Cl)cc(Cl)c2)n1
 : -3%	-3%	5%	·	·	-5%	2%	-25%
- CCC(=O)N1CCc2cc(S(=O)(=O)NC(C(=O)NCc3ccccc3)C(C)C)ccc21 (centres undefined)
 : -12%	-4%	3%	-1%	11%	0%	·	2%
- COc1ccccc1NC(=O)CC1COc2ccccc2O1 (centres undefined)
 : -6%	1%	0%	1%	4%	-1%	4%	-5%
- CCN(CCO)C(=O)C12CCC(C)(C(=O)C1)C2(C)C (centres undefined)
 : i	1%	-10%	-3%	·	-2%	7%	4%
- CCc1ccc(NC(=O)C(CC)c2ccccc2)cc1 (centres undefined)
 : 2%	1%	3%[53 µM]	-2%	9%	-2%[53 µM]	7%	8%
- CN(C)C(=O)CN(C)S(=O)(=O)c1ccc(Cl)cc1
 : 0%	3%	-1%	-7%	?	-5%	-13%	-21%
- CCOc1ccc(C(C(=O)NC2CCCCC2)N(C(=O)Cc2cccs2)c2ccc(-n3cnnn3)c(OC)c2)cc1 (centres undefined)
 : -1%	-10%	-2%	3%	4%	-5%	6%	-4%
- CCn1c(C)c(C(C)=O)c(N2CCCCC2)nc1=S
 : 18%	-1%	6%	-10%	-1%	-4%	1%	5%
- CC(=O)Oc1ccc(C(=O)Nc2cccc(C(=O)c3ccc(C)c(C)c3)c2)cc1
 : i	-3%	7%	-6%	-7%	2%	-8%	-7%
- C=CCn1c(=S)sc2c(=O)[nH]cnc21
 : 20%	1%	-8%	-20%	-5%	-3%	7%	5%
- O=C(CCCC(=O)OCC(=O)c1cccs1)Nc1ccc(Oc2ccccc2)cc1
 : -6%	-8%	-18%	-13%	22%	1%	-6%	5%
- O=C(CNC(=O)c1ccccc1Cl)Nc1ccc(F)cc1
 : -6%	1%	8%	2%	7%	0%	-2%	2%
- COCCOn1c(SCCOC)nc2ccccc2c1=O
 : 14%	1%	1%	-19%	-11%	1%	-2%	-4%
- O=C(Cn1cnc2scc(-c3ccccc3)c2c1=O)NCc1ccco1
 : -10%	12%	4%	?	?	-2%	15%	-6%
- CCCCCN(C(=O)NC(=O)Nn1cnnc1)S(C)(=O)=O
 : -4%	6%	-16%	-9%	-5%	2%	-5%	3%

# Given in CSV form: part of the list above.
compound,RECQ1 inh,aGlu spleen mod,TRb SRC2 PPI,GAA inhib,L3MBTL1 inh,TR SRC2 fluor cs,RGS12 GoLoco inh,GAA glycogen mod
CN(C)c1ccc(/C(=N\O)C(F)(F)F)cc1,-10%,-1%,-18%,?,11%,2%,2%,5%
CCC1(CC)C(=O)C2=C3C1[C@H](C(=O)OC)CC(C(=O)OC)C[C@H]3n1c(=O)n(-c3ccccc3)c(=O)n1[C@H]2C (some centres undefined),i,-7%,?,·,·,45µM*[fluorescent],·,·
Cn1ccnc1SCCC#N,i,-7%,7%,4%,13%,-4%,-1%,2%
NNC(=O)c1csc(COc2cc(Cl)cc(Cl)c2)n1,-3%,-3%,5%,·,·,-5%,2%,-25%
CCC(=O)N1CCc2cc(S(=O)(=O)NC(C(=O)NCc3ccccc3)C(C)C)ccc21 (centres undefined),-12%,-4%,3%,-1%,11%,0%,·,2%
COc1ccccc1NC(=O)CC1COc2ccccc2O1 (centres undefined),-6%,1%,0%,1%,4%,-1%,4%,-5%
CCN(CCO)C(=O)C12CCC(C)(C(=O)C1)C2(C)C (centres undefined),i,1%,-10%,-3%,·,-2%,7%,4%
CCc1ccc(NC(=O)C(CC)c2ccccc2)cc1 (centres undefined),2%,1%,3%[53 µM],-2%,9%,-2%[53 µM],7%,8%
CN(C)C(=O)CN(C)S(=O)(=O)c1ccc(Cl)cc1,0%,3%,-1%,-7%,?,-5%,-13%,-21%
CCOc1ccc(C(C(=O)NC2CCCCC2)N(C(=O)Cc2cccs2)c2ccc(-n3cnnn3)c(OC)c2)cc1 (centres undefined),-1%,-10%,-2%,3%,4%,-5%,6%,-4%
CCn1c(C)c(C(C)=O)c(N2CCCCC2)nc1=S,18%,-1%,6%,-10%,-1%,-4%,1%,5%
CC(=O)Oc1ccc(C(=O)Nc2cccc(C(=O)c3ccc(C)c(C)c3)c2)cc1,i,-3%,7%,-6%,-7%,2%,-8%,-7%
C=CCn1c(=S)sc2c(=O)[nH]cnc21,20%,1%,-8%,-20%,-5%,-3%,7%,5%
O=C(CCCC(=O)OCC(=O)c1cccs1)Nc1ccc(Oc2ccccc2)cc1,-6%,-8%,-18%,-13%,22%,1%,-6%,5%
O=C(CNC(=O)c1ccccc1Cl)Nc1ccc(F)cc1,-6%,1%,8%,2%,7%,0%,-2%,2%
